# NPSR antag = qHTS Assay for Antagonists of the Neuropeptide S Receptor: cAMP Signal Transduction; Potency, µM (doses to about 38.3 µM), for inactives: at the top dose activity change, negative = inhibition, hits mostly inhibitors; Q6W5P4; CHO-NPSR cells, cAMP TR-FRET, antagonist mode; 220,000 tested, 1% active; AID 1461, 2008; note: potency is the fitted concentration of half-maximal effect; % is set by controls: 0 for no effect and ±100 for the full control effect; nearly all actives have a fitted effect of over 50% in size; many of its hits are not listed in these tables
# Target sequence (Q6W5P4 whole entry, looked up): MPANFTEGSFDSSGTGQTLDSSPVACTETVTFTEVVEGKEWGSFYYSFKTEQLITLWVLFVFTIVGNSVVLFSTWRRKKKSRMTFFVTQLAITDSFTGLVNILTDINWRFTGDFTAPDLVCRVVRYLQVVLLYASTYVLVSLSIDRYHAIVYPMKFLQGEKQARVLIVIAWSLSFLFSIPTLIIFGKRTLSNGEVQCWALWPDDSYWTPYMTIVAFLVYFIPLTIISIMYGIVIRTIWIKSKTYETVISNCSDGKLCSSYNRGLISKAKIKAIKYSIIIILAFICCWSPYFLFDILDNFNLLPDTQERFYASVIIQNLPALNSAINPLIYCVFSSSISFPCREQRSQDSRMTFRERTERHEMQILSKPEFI
# TexasRed fluor = Total Fluorescence Counterscreen for Inhibitors of the Interaction of Thyroid Hormone Receptor and Steroid Receptor Coregulator 2; TRb/SRC2 Texas Red total fluorescence interference; Potency, µM (series often up to 106 µM), for inactives: at the highest dose fluorescence change, negative = quenching; 280,000 tested, 0.29% active; AID 1479, 2009; active = well fitted curve in either direction with a large enough effect; inconclusive = small, poorly fitted or top-dose-only effect; note: potency is the fitted concentration of half-maximal effect; % is set by controls: 0 for no effect and ±100 for the full control effect
#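 Flags fluorescent or light-absorbing compounds by total fluorescence, S + 2P, at 555 nm excitation and 632 nm emission. Mixture: 20 nM Texas Red SRC2 peptide, 0.6 uM human TRb LBD, 1 uM T3, 5% DMSO; compound exposure 5 h at ambient temperature.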
# Epigenetic reg = Quantitative High-Throughput Screen for Regulators of Epigenetic Control; murine LDR cells, GFP reporter derepression, 30 h; Potency, µM (doses to about 53.9 µM), for the others: at the top dose GFP activation, most hits filed as activators; 280,000 tested, 0.2% active; note: potency is the fitted concentration of half-maximal effect; % of control where 0% means no effect; nearly all actives have a fitted effect of over 60% in size
#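 Murine LDR cells carrying a silenced, genomically integrated CMV-driven GFP reporter were exposed to compound for 30 hours at 37 C. After PBS washes, GFP-positive cells (20–120 um objects) were counted by laser-scanning microplate cytometry.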
# TRb-SRC2 inh = qHTS for Inhibitors of the Interaction of Thyroid Hormone Receptor and Steroid Receptor Coregulator 2 | Thyroid hormone receptor beta (Homo sapiens), P10828 | TRbeta-SRC2 peptide binding, fluorescence polarization; receptor liganded with 1 µM T3 | Potency, µM (series often up to 106 µM), for inactives: at the top dose activity change, negative = inhibition, usual class: inhibitors | 280,000 tested, 0.065% active | AID 1469, 2008;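 note: potency is the fitted concentration of half-maximal effect; plate controls were bound peptide for no effect and peptide without receptor for full effect; nearly all actives have a fitted effect of over 50% in size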
# Target sequence (P10828 whole entry, looked up): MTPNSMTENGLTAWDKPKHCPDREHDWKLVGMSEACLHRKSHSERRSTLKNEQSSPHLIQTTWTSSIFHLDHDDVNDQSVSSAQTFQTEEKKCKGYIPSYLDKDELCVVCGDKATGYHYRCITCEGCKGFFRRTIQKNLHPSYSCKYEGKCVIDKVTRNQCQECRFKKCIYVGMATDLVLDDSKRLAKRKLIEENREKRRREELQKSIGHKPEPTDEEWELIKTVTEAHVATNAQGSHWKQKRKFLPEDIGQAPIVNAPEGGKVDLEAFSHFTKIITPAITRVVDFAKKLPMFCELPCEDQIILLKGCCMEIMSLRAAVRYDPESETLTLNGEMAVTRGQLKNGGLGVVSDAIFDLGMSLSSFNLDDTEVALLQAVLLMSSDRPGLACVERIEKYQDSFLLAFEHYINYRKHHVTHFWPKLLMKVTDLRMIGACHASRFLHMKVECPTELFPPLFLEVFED
#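 Read-out is fluorescence polarization (555 nm excitation, 632 nm emission) of a Texas Red SRC2 coactivator peptide; loss of signal reflects blocked binding to human TRb ligand-binding domain in the presence of 1 uM T3.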
# aGal spleen mod = qHTS Assay for Inhibitors and Activators of Human alpha-Galactosidase From Spleen Homogenate; Alpha-galactosidase A (Homo sapiens), P06280; human spleen homogenate, 4MU-alpha-Gal fluorescence, 40 min; Potency, µM (top dose mostly 80 µM), for inactives: at the top dose activity change, negative = inhibition, most hits filed as inhibitors; 240,000 tested, 0.008% active;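 note: potency is the fitted concentration of half-maximal effect; 0% = enzyme with vehicle and -100% = no enzyme basal signal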
#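 Spleen homogenate 1 ug + cpd (titration) + 4-MU-alpha-D-galactopyranoside 1 mM; 37C 40 min; 50 mM citrate/phosphate pH 5.0, 0.01% Tween-20; stop pH 10; fluorescence 365/440; AC50 via Hill.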
# CBFb-RUNX1 inh = qHTS Assay for Compounds Blocking the Interaction Between CBF-beta and RUNX1 for the Treatment of Acute Myeloid Leukemia; Runt-related transcription factor 1 (Homo sapiens) + Core-binding factor subunit beta …; AlphaScreen CBFb-His/RUNX1-biotin binding, biochemical; Potency, µM (titrated, usually from 59.8 µM), without a hit: at the highest dose activity, negative = inhibition, most hits filed as inhibitors; 230,000 tested, under 10 active; AID 1477, 2009; note: % of control where 0% means no effect
#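 Compounds were screened at multiple concentrations against a preformed CBF-beta(His)/RUNX1(biotin) complex (30 nM of each) for 15 min at room temperature, followed by 90 min with nickel and streptavidin beads and AlphaScreen reading.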
# Tau fibril FP = qHTS for Inhibitors of Tau Fibril Formation, Fluorescence Polarization | AID 1468, 2008 | K18 P301L tau heparin fibrillization, Alexa594 FP, 6 h | Microtubule-associated protein tau (Homo sapiens), P10636 | 280,000 tested, 0.39% active | Potency, µM (highest dose often 57.7 µM), for the others: top-dose activity, negative = inhibition, most hits filed as inhibitors; note: potency is the fitted concentration of half-maximal effect; % is set by controls: 0 for no effect and ±100 for the full control effect; nearly all actives have a fitted effect of over 55% in size
# Target sequence (P10636 561-689 P618L limits assumed): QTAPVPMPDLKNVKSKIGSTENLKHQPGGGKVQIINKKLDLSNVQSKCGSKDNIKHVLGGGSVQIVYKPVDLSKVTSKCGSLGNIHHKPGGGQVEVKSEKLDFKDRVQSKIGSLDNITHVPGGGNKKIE
#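 Human tau K18 […] P301L fragment, 15 uM unlabeled plus 0.24 uM Alexa 594-labeled tau (final), with compound and 20 uM heparin in 100 mM sodium acetate pH 7; 6 hr at 37 C, then Alexa 594 FP read.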
# Tau fluor cs = Counterscreen qHTS for Inhibitors of Tau Fibril Formation, Fluorescence Polarization. 280,000 tested, 0.93% active. tau K18 P301L Alexa594 fluorescence, heparin fibrillization. Potency, µM (top dose mostly 57.7 µM), for inactives: top-dose activity change, negative = decrease. AID 1463, 2008; note: potency is the fitted concentration of half-maximal effect; % is set by controls: 0 for no effect and ±100 for the full control effect; nearly all actives have a fitted effect of over 55% in size
#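 Human tau K18 P301L (15 uM unlabeled, 0.24 uM Alexa 594-labeled) in 100 mM sodium acetate pH 7 with 20 uM heparin, 6 hr at 37 C. ThT 30 uM added, 1 hr ambient; Alexa 594 FP and total fluorescence read at 555/632 nm.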
# * hit, by the source's call; ? = inconclusive; nt = not tested or not shown; [ ] = dose if it differs, or a comment. Unless noted, calls come from the whole dose curve; as a rule, active = well fitted curve in the direction sought with a large enough effect; inconclusive = small, poorly fitted or top-dose-only effect, or another doubt; inactive = no such curve, though single readings can be large; an effect the other way counts as inactive or inconclusive. These rows are one share of the data; rates above refer to the full screens.
SMILES,NPSR antag,TexasRed fluor,Epigenetic reg,TRb-SRC2 inh,aGal spleen mod,CBFb-RUNX1 inh,Tau fibril FP,Tau fluor cs
N[C@@H](CO)c1nnc([C@H](CC(=O)O)NC(=O)C2CCNCC2)o1,-29.5%,-0.5%,-3.0%,1.3%,3.1%,8.2%,-5.1%,-3.7%
COc1ccccc1N1CCN(c2ncnc3c2c(-c2ccccc2)cn3-c2cccc(Cl)c2)CC1,nt,0.0%,1.3%,3.4%,nt,nt,11.3%,-5.2%
COc1ccc(OC)c(/C=C/C(=O)N2CCCc3ccccc32)c1,-30.3%,0.0%,1.7%,0.3%,-3.1%,-10.1%,3.0%,-16.7%
Cc1ccc(-c2cnc(C3CC3)o2)cc1S(=O)(=O)Nc1cccc(C#N)c1,nt,-2.0%,-3.0%,-9.2%,nt,nt,-8.3%,-27.0%
COc1ccc(OC)c(CNn2c(-c3cccc(C)c3)nc3ccccc3c2=O)c1,?,-7.6%,0.7%,5.3%,-9.0%,-3.4%,2.3%,-16.8%
CCN(C(=O)c1cccnc1)c1ccccc1,-7.6%[46.1 µM],-1.3%,-1.6%,5.3%,2.2%,4.2%,2.7%,1.8%
COc1cc(/C=N/NC(N)=S)ccc1OCC(=O)N1CCOCC1,-6.4%[46.1 µM],-4.7%,0.0%,-1.0%,-4.2%,2.8%,5.2%,3.5%
COc1ccc(CCNC(=O)COc2ccc(C)nc2[N+](=O)[O-])cc1,10.0%,-1.2%,-6.1%,-2.5%,-1.5%,11.3%,6.3%,1.6%
Cc1cc2c(OCC(CNC(C)(C)C)OC(=O)c3ccccc3)cccc2[nH]1 (stereo not given),nt,-0.9%,0.8%,-12.3%,7.6%,12.4%,1.3%,-23.2%
COc1ccc(CNC(=O)C(C)NS(=O)(=O)c2ccc(C)cc2)cc1 (stereo not given),-6.6%,2.6%,-6.1%,2.8%,6.4%,5.3%,-3.9%,-0.6%
Cc1cccc(N2CCN(C(c3ccncc3)c3nnnn3C(C)(C)C)CC2)c1C (stereo not given),-27.9%,-0.6%,-1.2%,-7.8%,-2.5%,-4.8%,3.1%,12.1%
COc1ccc(C(=O)/C=C/c2ccc(C)cc2)c(OC(=O)c2ccc([N+](=O)[O-])cc2)c1,-17.9%[46.1 µM],-2.2%,-5.7%,-1.0%,6.0%,-12.9%,8.6%,?
CCn1cc(C(=O)NCc2ccc3c(c2)OCO3)c2cc(OC)c(OC)cc2c1=O,-0.9%[46.1 µM],-3.6%,-1.9%,6.6%,-7.0%,1.9%,4.7%,11.0%
N#CCSc1nc2ccccc2c(=O)n1C1CCCCC1,-17.6%,-4.2%,1.1%,1.4%,-1.2%,4.3%,-8.6%,-19.8%
CCOc1ccc(NC(=O)CC2C(=O)N(c3ccccc3)C(=O)N2C2CCCC2)cc1 (stereo not given),nt,0.7%,5.4%,-5.3%,nt,nt,2.3%,-3.1%
Cc1cccc(/C=C2\Oc3cc(OS(C)(=O)=O)ccc3C2=O)c1,-30.6%,-3.5%,3.2%,6.5%,10.0%,-1.0%,9.9%,?
O=C(NNC1OC(CO)C(O)C(O)C1O)c1cccnc1 (stereo not given),-24.5%,-2.2%[53 µM],-0.1%,2.0%[53 µM],1.4%,-1.4%,1.3%,-5.6%
COc1ccc(N(C)C(=S)Oc2ccc(C(=O)Nc3ccccc3)cc2)cc1,-23.7%[46.1 µM],-0.9%,1.1%,1.6%,-5.2%,0.7%,?,-24.8%
CC(C)Nc1ccc(-c2nc(-c3ccco3)no2)cc1[N+](=O)[O-],nt,0.5%,-8.0%,6.2%,nt,nt,-1.1%,7.2%
COc1cc(C(=O)Sc2ccc(C)cc2)cc(OC)c1OC,-16.9%[46.1 µM],0.6%,0.0%,-16.1%,-4.4%,-1.3%,-13.9%,-9.2%
Cc1ccccc1C(=O)Nc1sc2c(c1C(=O)NCc1ccco1)CCC(C(C)(C)C)C2 (stereo not given),nt,-0.6%,-0.9%,2.8%,nt,nt,-5.1%,-5.1%
CC1=CC(C)(C)N2C(=O)C3(C(C#N)=C(N)Oc4cc(O)ccc43)c3c(C)c(C)cc1c32 (stereo not given),?,0.1%,-1.0%,0.8%,0.7%,-19.6%,?,?
Cc1cccc(NC(=O)CN2C(=O)CSc3ccc(S(=O)(=O)N4CCCC4)cc32)c1C,nt,-1.2%,8.4%,-5.8%,nt,nt,-3.6%,-18.3%
CCOC(=O)N1CCC(NC(=O)C2CCCN(C(=O)N3CCOc4ccccc43)C2)CC1 (stereo not given),-0.6%[46.1 µM],2.5%,-1.0%,4.2%,8.0%,0.5%,-2.2%,5.5%
Fc1ccc(-c2noc3ncnc(NCc4cccc(Cl)c4)c23)cc1,nt,-2.3%,2.1%,4.3%,nt,nt,-16.6%,-18.9%
SMILES,NPSR antag,TexasRed fluor,Epigenetic reg,TRb-SRC2 inh,aGal spleen mod,CBFb-RUNX1 inh,Tau fibril FP,Tau fluor cs
CCOc1ccccc1NC(=O)c1c(NCc2cccs2)sc2c1CCC(C)C2 (stereo not given),nt,-1.0%,-1.1%,-3.1%,nt,nt,0.3%,-21.6%
CCOC(=O)CN1C(=O)S/C(=C/c2ccc(OC)c([N+](=O)[O-])c2)C1=O,1.6%,-7.2%,0.0%,-4.7%,-5.8%,0.1%,6.3%,-0.2%
O=C(CCc1ccccc1)Nc1cc(NC(=O)CCc2ccccc2)cc(C(=O)O)c1,-0.6%,3.3%,1.1%,6.9%,6.7%,-1.7%,1.5%,-0.4%
O=c1/c(=C/c2ccc([N+](=O)[O-])cc2)sc2n1CCCN=2,10.0%[46.1 µM],-1.2%,6.5%,0.7%,-3.0%,2.9%,-2.0%,-26.1%
O=C(CSc1nnc(-c2ccc(Br)cc2)n1CCc1ccccc1)NC1CCS(=O)(=O)C1 (stereo not given),34.0%,-1.4%,-9.0%,-2.6%,0.5%,11.2%,11.1%,-0.3%
CC1CCC2(CC1)NC(=O)N(CC(=O)c1cccn1C)C2=O (stereo not given),-0.1%[46.1 µM],-7.5%,-2.0%,-1.5%,7.8%,-2.1%,-1.9%,2.2%
COc1ccc(Nc2ncnc3scc(-c4ccc(F)cc4)c23)cc1,nt,-1.8%,-4.7%,0.0%,nt,nt,9.4%,-11.5%
Fc1ccccc1NC(=S)Nc1ccc(CN2CCOCC2)cc1,4.1%,-0.1%,-4.2%,9.4%,1.5%,-2.3%,-1.5%,2.3%
O=C(Cn1cc(C(F)(F)F)ccc1=O)NCCc1ccc(Cl)cc1Cl,9.0%,-7.3%,0.0%,-5.2%,-18.0%,18.9%,5.8%,-4.6%
COc1cc(/C=C2/C(=O)ON=C2C)ccc1OCc1cccc(F)c1,-15.1%,-3.1%,1.1%,6.0%,-1.7%,-6.4%,-1.8%,-4.4%
Cc1cccn2c(=O)c(C=O)c(N3CCC4(CC3)OCCO4)nc12,-5.1%,0.4%,1.1%,-1.2%,-3.6%,8.5%,-1.7%,14.4%
Cc1noc2ncnc(N3CCCC3)c12,9.9%,2.4%,-2.5%,-0.5%,1.5%,0.3%,-1.0%,6.7%
COc1cccc(CN2CCN(c3cccc(C(F)(F)F)c3)CC2)c1OC,0.4%[46.1 µM],1.5%,-2.0%,-5.0%,-4.0%,-7.2%,9.6%,-11.6%
Cc1ccn2c(=O)c(NC(=O)c3cccc([N+](=O)[O-])c3C)c(C)nc2c1,nt,-1.8%,?,-2.5%,nt,nt,4.8%,0.2%
COc1ccc(OC)c(-n2c(-c3ccn[nH]3)n[nH]c2=S)c1,11.9%,-0.8%,0.0%,-8.3%,-3.3%,2.6%,2.1%,8.8%
CC1(C)CC2(C)OCCN2C(=S)N1 (stereo not given),10.0%,-2.9%,0.1%,-2.9%,14.9%,4.6%,-8.9%,2.7%
Cc1cc(C(=O)N/N=C2/CC(C)CC(C)(C)C2)c(C)o1 (stereo not given),-1.9%,-1.4%,-0.4%,8.7%,-2.1%,-6.3%,-1.3%,0.7%
CCO[C@H]1OC(C(=O)N2CCN(Cc3ccccc3)CC2)=C[C@@H](C)[C@@H]1CCCO,-17.6%,-0.2%,-1.5%,-11.5%,0.3%,10.5%,3.4%,2.9%
COc1ccc(-c2cc(C(=O)OCC(=O)N(C)C3CCS(=O)(=O)C3)c3ccccc3n2)cc1OC (stereo not given),13.2%,-3.5%,3.9%,4.8%,-4.6%,3.7%,-6.9%,-24.4%
CCc1cccc(CC)c1NC(=O)CO/N=C(\N)CC(=O)NC1CCCCC1,6.5%,-2.6%,-0.5%,3.7%,3.2%,12.3%,-4.6%,3.0%

# Results in CBFb-RUNX1 inh and NPSR antag, for some of the entries so far:
compound | CBFb-RUNX1 inh | NPSR antag
O=c1/c(=C/c2ccc([N+](=O)[O-])cc2)sc2n1CCCN=2 | 2.9% | 10.0%[46.1 µM]
O=C(CSc1nnc(-c2ccc(Br)cc2)n1CCc1ccccc1)NC1CCS(=O)(=O)C1 (stereo not given) | 11.2% | 34.0%

# Entries of single compounds as entered above.
# Cc1ccccc1C(=O)Nc1sc2c(c1C(=O)NCc1ccco1)CCC(C(C)(C)C)C2 (stereo not given) is listed with NPSR antag = nt; TexasRed fluor = -0.6%; Epigenetic reg = -0.9%; TRb-SRC2 inh = 2.8%; aGal spleen mod = nt; CBFb-RUNX1 inh = nt; Tau fibril FP = -5.1%; Tau fluor cs = -5.1%
# COc1cc(/C=C2/C(=O)ON=C2C)ccc1OCc1cccc(F)c1 is listed with NPSR antag = -15.1%; TexasRed fluor = -3.1%; Epigenetic reg = 1.1%; TRb-SRC2 inh = 6.0%; aGal spleen mod = -1.7%; CBFb-RUNX1 inh = -6.4%; Tau fibril FP = -1.8%; Tau fluor cs = -4.4%
